Screens: PubChem BioAssay, National Center for Advancing Translational Sciences (NCATS)
G9a block: blocks human histone lysine methyltransferase G9a; Potency, µM (titrated, usually from 102 µM), without a hit: at the highest dose activity, negative = inhibition, actives largely listed as inhibitors; 8.8% of 350,000 active; G9a H3K9 monomethylation, AlphaScreen, 2 h; Q96KQ7; active = well fitted inhibition curve with a large enough effect; inconclusive = small, poorly fitted or top-dose-only effect; inactive = no such curve, though single readings can be large or run the other way; also: nearly all actives have a fitted effect of over 75% in size
Target sequence (Q96KQ7 913-1193 limits assumed): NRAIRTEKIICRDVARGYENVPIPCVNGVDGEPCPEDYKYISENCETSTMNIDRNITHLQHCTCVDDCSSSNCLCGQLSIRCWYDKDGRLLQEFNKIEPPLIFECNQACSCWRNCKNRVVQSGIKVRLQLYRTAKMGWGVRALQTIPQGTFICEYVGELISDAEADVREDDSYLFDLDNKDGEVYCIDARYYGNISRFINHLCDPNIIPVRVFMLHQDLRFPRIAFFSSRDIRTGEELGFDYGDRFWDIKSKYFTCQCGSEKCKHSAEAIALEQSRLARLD
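Signal arises when biotinylated H3K9 peptide, once monomethylated, bridges streptavidin donor and antibody-captured acceptor beads. Enzyme at 20 nM was preincubated 15 min with test compounds; peptide 500 nM and SAM 20 uM then reacted for 2 h.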
* = called active by the depositor; ? = inconclusive; [ ] = dose if it differs, or a comment. % is scaled to controls: 0 for no effect and ±100 for the full control effect; potency is read from the fitted curve at half-maximal effect.

SMILES	G9a block
COc1ccc(C2/C=C\[C@H](O[Si](C)(C)C(C)(C)C)[C@H](C(C)C)CC(=O)N2Cc2ccccc2)cc1 (stereo partly drawn)	-44%[59 µM]
COc1cccc(-c2nc(N(C)C)c3ccccc3n2)c1	-6%[0.501 µM]
CC(=O)OCC(=O)[C@@]1(O)CC[C@@H]2[C@H]3CCC4=CC(=O)CC[C@]4(C)[C@]3(F)[C@@H](O)C[C@@]21C	27%[21.5 µM]
COc1cccc(-c2nccc(NCCc3c[nH]c4ccc(OC)cc34)n2)c1	-2%[0.501 µM]
COC(=O)N1CCC[C@@]2(CCN(c3ncccn3)C2)C1	7%[12.7 µM]
CN(C)C(=O)c1ccc(-c2nc(-n3ccnc3)c3ccccc3n2)cc1	-4%[0.501 µM]
COc1ccc(-c2nc3cnc(N4CCNCC4)nc3n(Cc3cccs3)c2=O)cc1	-7%[0.501 µM]
O=C(c1ccncc1)N1CCC[C@@]2(CCN(C(c3ccccc3)c3ccccc3)C2)C1	1%[12.7 µM]
COc1ccc(Oc2ncc3nc(-c4cccc(C#N)c4)c(=O)n(Cc4cccc(OC)c4)c3n2)cc1	11%[0.501 µM]
O=C(Oc1ccccc1)N1CCC2(CC1)CCN(c1ccncc1)CC2	3%[12.7 µM]
CCC(=O)N1C(=O)C2(Nc3ccccc3N2)c2ccccc21	4%
COc1cccc(Nc2ncc3nc(CCc4ccccc4)c(=O)n(C)c3n2)c1	6%[0.501 µM]
COc1ccc(-c2nc3cnc(Oc4cccc(Cl)c4)nc3n(CCC#N)c2=O)cc1	2%[0.501 µM]
Cc1cnc(CNc2ncncc2-c2ccccc2C)cn1	-14%[0.501 µM]
N#CCCn1c(=O)c(-c2ccccc2)nc2cnc(Oc3cccc(Cl)c3)nc21	-3%[12.7 µM]
N#CCCn1c(=O)c(-c2cccc(C#N)c2)nc2cnc(Oc3ccccc3)nc21	4%[12.7 µM]
COc1ccc(C(=O)N2CCC[C@@]3(CCN(Cc4ccccc4OC)C3)C2)cc1	7%[12.7 µM]
O=c1c(CCc2ccccc2)nc2cnc(Nc3ccccc3)nc2n1C[C@H]1CCCO1	10%[0.501 µM]
CO[C@@H]1C=CO[C@]2(C)Oc3c(C)c(O)c4c(O)c(c(C=NN5CCN(C)CC5)c(O)c4c3C2=O)NC(=O)C(C)=CC=C[C@H](C)[C@H](O)[C@H](C)[C@H](O)[C@H](C)[C@H](OC(C)=O)[C@H]1C	5%[21.5 µM]
COc1ccc(Oc2ncc3nc(-c4cccs4)c(=O)n(C)c3n2)cc1	4%[12.7 µM]
COc1cc(-c2coc3cc(O[C@H]4OC(CO)C(O)C(O)C4O)c(OC)c(O)c3c2=O)cc(O)c1OC (stereo partly drawn)	-10%[2.33 µM]
S=C(NC1CCCCC1)N1CCC([C@H]2C=NC=N2)CC1	19%[21.5 µM]
COc1ccc(CNc2ccnc(-c3c(C)noc3C)n2)c(OC)c1	-3%[0.501 µM]
c1ccc(C(c2ccccc2)N2CCCC3(CCNCC3)C2)cc1	-7%[12.7 µM]
COC(=O)/C=C/c1cc(O)ccc1O	2.8µM*
COc1ncc2nc(-c3cccs3)c(=O)n(Cc3ccc(F)cc3)c2n1	24%[0.501 µM]
O=C(Nc1ccccc1)N1CC2(CCN(S(=O)(=O)c3ccccc3)CC2)C1	0%[12.7 µM]
O=c1c(-c2cccc(Cl)c2)nc2cncnc2n1Cc1ccccc1	0%[0.501 µM]
COc1ccc(Oc2ncc3nc(C)c(=O)n(Cc4cccc(OC)c4)c3n2)cc1	7%[0.501 µM]
COc1ccc(NC(=O)N2CC3(CCN(C(=O)c4ccc(OC)cc4)CC3)C2)cc1	4%[12.7 µM]
O=c1cnc2cnc(N3CCNCC3)nc2n1Cc1cccs1	-4%[12.7 µM]
CC[C@@H]1C(c2cccc(C)c2)=NN(c2ccc(Br)cc2)[C@H]1C(=O)N1CCOC1=O	113%[activator][59 µM]
Cc1ccccc1-c1cc(NCc2ccccc2)ncn1	2%[0.501 µM]
O=c1cnc2cnc(N3CCOCC3)nc2n1C[C@H]1CCCO1	-1%[12.7 µM]
CCCCCCCCCCCCC/C=C/[C@@H](O)[C@H](CO)NC(C)=O	25%[59 µM]
O=C(Oc1ccccc1)N1CCC2(CC1)CCN(c1cccc(-c3ccccc3)c1)CC2	6%[12.7 µM]
O=C(c1csnn1)N1CCC[C@@]2(CCN(c3ncccn3)C2)C1	2%[12.7 µM]
COc1ccc(C(=O)N2CCC3(CC2)CCN(c2ccccc2)CC3)cc1	-8%[12.7 µM]
Cc1cccc([C@H]2[C@@H]3C=CCC[C@@]3(C)C(=O)N2Cc2ccccc2)c1	6%
COC(=O)C1=C(C)NC(C)=C([N+](=O)[O-])[C@@H]1c1ccccc1C(F)(F)F	-35%[59 µM]
COCC(=O)N1CCC[C@@]2(CCN(Cc3cc(C(F)(F)F)cc(C(F)(F)F)c3)C2)C1	41%[12.7 µM]
COC1C[C@@H](O[C@@H]2C(C)C(=O)OC(C)C(C)C(O)C(C)C(=O)[C@@]3(CO3)CC(C)C(OC3OC(C)CC(N(C)C)C3O)C2C)OC(C)[C@@H]1O (stereo partly drawn)	-42%[2.33 µM]
COc1ccc(-n2c(=O)c(C)nc3cnc(N(C)C)nc32)cc1	5%[12.7 µM]
COC(=O)N1CCC2(CC1)CN(C(=O)Nc1ccc(OC)cc1)C2	12%[12.7 µM]
CC(C)CN1CCC2(CC1)CCN(C(=O)c1cnccn1)CC2	?

Reprinted from the part before: 5 entries; new compounds follow.
SMILES	G9a block
COCC(=O)N1CCC[C@@]2(CCN(Cc3cc(C(F)(F)F)cc(C(F)(F)F)c3)C2)C1	41%[12.7 µM]
COC1C[C@@H](O[C@@H]2C(C)C(=O)OC(C)C(C)C(O)C(C)C(=O)[C@@]3(CO3)CC(C)C(OC3OC(C)CC(N(C)C)C3O)C2C)OC(C)[C@@H]1O (stereo partly drawn)	-42%[2.33 µM]
COc1ccc(-n2c(=O)c(C)nc3cnc(N(C)C)nc32)cc1	5%[12.7 µM]
COC(=O)N1CCC2(CC1)CN(C(=O)Nc1ccc(OC)cc1)C2	12%[12.7 µM]
CC(C)CN1CCC2(CC1)CCN(C(=O)c1cnccn1)CC2	?
COc1ccccc1CN1CCC2(CC1)CCN(C(=O)c1ccncc1)CC2	-11%[12.7 µM]
CC(=O)N[C@H](Cc1c[nH]c2ccccc12)C(N)=O	-1%[2.33 µM]
COc1cccc(Nc2ncc3nc(-c4cccs4)c(=O)n(C[C@H]4CCCO4)c3n2)c1	-2%[0.501 µM]
O=C(c1csnn1)N1CCC2(CCCN(c3ccc(-c4ccccc4)cc3)C2)CC1	5%[12.7 µM]
CC(=O)OCC(OC(C)=O)C(OC(C)=O)C(OC(C)=O)C(OC(C)=O)C(COC(C)=O)OC(C)=O (stereo not drawn)	-2%[2.33 µM]
CC1=C2C(O)C(=O)OC3CC4C(C)(C)C(=O)C=C[C@]4(C)C(CC1)[C@@]23C (stereo partly drawn)	-29%[2.33 µM]
CN(Cc1ccco1)c1ncncc1-c1cccc(C#N)c1	3%[0.501 µM]
Cc1cnc(CNc2nc(-c3c(C)noc3C)nc3ccccc23)cn1	-18%[0.501 µM]
CNc1ncnc2ccc(-c3ccccc3CN(C)C)cc12	4%[0.501 µM]
O=c1c(-c2ccc(F)c(F)c2)nc2cncnc2n1Cc1ccc(F)cc1	-7%[12.7 µM]
COc1cccc(Nc2ncc3nc(-c4cn(C)c5ccccc45)c(=O)n(C[C@H]4CCCO4)c3n2)c1	10%[0.501 µM]
Cc1ccccc1N1C(=O)c2cc(S(N)(=O)=O)c(Cl)cc2N[C@H]1C	?
Cn1cc(C=C2C(=O)Nc3cccnc32)c2ccccc21	-7%[59 µM]
CC(C)(Oc1ccc([C@@H]2CC2(Cl)Cl)cc1)C(=O)O	26%[21.5 µM]
CCCCCC/C=C1\CC(C(=O)OCC)Oc2ccccc21 (stereo not drawn) (tested in a mixture with another compound)	170%[activator]
CCOC(=O)C12CC1/C(=N\O)c1ccccc1O2 (stereo not drawn)	-15%[59 µM]
O=C(c1cnccn1)N1CCC2(CCN(Cc3nccs3)CC2)CC1	9%[12.7 µM]
CN1CCN(c2nc(-c3ccc4c(c3)OCO4)nc3ccccc23)CC1	2%[0.501 µM]
O=S(=O)(O)c1cc(N=C=S)ccc1/C=C/c1ccc(N=C=S)cc1S(=O)(=O)O	-36%[2.33 µM]
CN1CCN(c2ncc3nc(-c4cccs4)c(=O)n(Cc4cccs4)c3n2)CC1	24%[0.501 µM]
COc1ccc(NC(=O)N2CC[C@@]3(CCCN(C(=O)c4cccc(F)c4)C3)C2)cc1	4%[12.7 µM]
CS(=O)(=O)N1CCC2(CC1)CN(c1ccccc1)C2	7%[12.7 µM]
CN(Cc1ccco1)c1cc(-c2cccnc2)ncn1	-27%[0.501 µM]
COc1ccc(NC(=O)N2CCC3(CC2)CCN(C(=O)c2ccncc2)CC3)cc1	-5%[12.7 µM]
Cc1nc2cnc(N(C)C)nc2n(C[C@H]2CCCO2)c1=O	4%[0.501 µM]
O=C(c1csnn1)N1CCC2(CC1)CN(C(c1ccccc1)c1ccccc1)C2	-8%[12.7 µM]
COc1ccccc1-c1cncnc1NCCNC(C)=O	-4%[0.501 µM]
O=C(c1cc(C(F)(F)F)cc(C(F)(F)F)c1)N1CCC2(CCCN(Cc3nccs3)C2)CC1	-1%[12.7 µM]
CC(C)NC(=O)N1CCC2(CC1)CCN(S(C)(=O)=O)CC2	2%[12.7 µM]
COc1ccc2[nH]c(-c3ccccc3)c(CCNC(C)=O)c2c1	11%[59 µM]
COc1ccc(-c2nc3cnc(OCc4ccccc4)nc3n(CCC#N)c2=O)cc1	9%[0.501 µM]
N#Cc1cccc(NC(=O)N2CC3(CCN(C(=O)c4cnccn4)CC3)C2)c1	-1%[12.7 µM]
O=C(c1ccco1)N1CCC2(CC1)CCN(c1cccc(-c3ccccc3)c1)CC2	-19%[12.7 µM]
O=C(/C=C/c1ccc(O)cc1)c1ccccc1O	?
O=P(O)(O)C(O)c1ccc2ccccc2c1 (stereo not drawn)	9%[59 µM]
Cc1nc2cnc(N3CCN(C)CC3)nc2n(Cc2cccs2)c1=O	1%[12.7 µM]
Cc1c(C)c2c(c(C)c1O)CCC(C)(COc1ccc(Cc3sc(=O)[nH]c3O)cc1)O2 (stereo not drawn)	?
N[C@H](Cc1ccc(O)cc1)C(=O)O	30%[59 µM]
O=c1c(-c2ccccc2)nc2cnc(Oc3ccccc3)nc2n1Cc1cccs1	1%[12.7 µM]
COc1ccc(Oc2ncc3nc(-c4cn(C)c5ccccc45)c(=O)n(CCC#N)c3n2)cc1	12%[12.7 µM]
COc1ccccc1CN1CCC2(CC1)CCN(C(=O)c1ccco1)CC2	-6%[12.7 µM]
Cc1cccc(-c2cccc(-c3cc(=O)oc4cc5c(cc34)OCO5)c2)c1	136%[activator]
COc1ccc2[nH]cc(CCNc3ncnc4ccc(-c5c(C)noc5C)cc34)c2c1	-43%[0.501 µM]
CCCCCCCCCC(=O)OCC(CO)OC(=O)CCCCCCCCC (stereo not drawn)	8%[59 µM]
Cn1cc(-c2nc3cncnc3n(C3CC3)c2=O)c2ccccc21	0%[0.501 µM]
CC(C)NC(=O)N1CC2(CCN(S(=O)(=O)c3ccccc3)CC2)C1	7%[12.7 µM]
O=C(Oc1ccccc1)N1CCC2(CCCN(c3cccc(-c4ccccc4)c3)C2)CC1	6%[12.7 µM]
CN(C)Cc1nc(-c2cn(C)c3ccccc23)no1	19%[59 µM]
COC(=O)CC1C(C)(C)C(=O)C2CC3=C4CC(=O)OC(c5ccoc5)[C@]4(C)CCC3[C@@]1(C)C2=O (stereo partly drawn)	-36%[2.33 µM]
CCNc1ncc2nc(-c3ccc(F)cc3)c(=O)n(C)c2n1	-11%[0.501 µM]
COc1ccc(CNc2ncnc3ccc(-c4cccc(NS(C)(=O)=O)c4)cc23)c(OC)c1	-37%[0.501 µM]
COC(=O)N1CCC[C@@]2(CCN(C(=O)NC(C)C)C2)C1	-32%[12.7 µM]
O=C(c1csnn1)N1CCC2(CC1)CN(c1ccccc1)C2	-9%[12.7 µM]
C=CC[C@@H]1[C@H](O)CC[C@@]2(C)[C@H]1CC[C@@H]1[C@@H]2CC[C@]2(C)C([C@H](C)CCCC(C)C)CC[C@@H]12 (stereo partly drawn)	38%[59 µM]
COCCn1c(=O)c(-c2cc(F)cc(F)c2)nc2cnc(N3CCNCC3)nc21	-4%[12.7 µM]
CN(C)c1ncc2nc(-c3cccs3)c(=O)n(C)c2n1	11%[0.501 µM]
O=c1cnc2cnc(Oc3ccccc3)nc2n1C1CC1	3%[0.501 µM]
COCCn1c(=O)c(-c2cc(F)cc(F)c2)nc2cnc(Oc3cccc(Cl)c3)nc21	-1%[12.7 µM]
O=C(c1ccncc1)N1CCC2(CCCN(c3cccc(-c4ccccc4)c3)C2)CC1	0%[12.7 µM]
CNc1nc(-c2cccc(C#N)c2)nc2ccccc12	8%[0.501 µM]
COc1ccc(C(=O)N2CCC3(CCN(CC(C)C)CC3)CC2)cc1	-25%[12.7 µM]
c1ccc(CNc2ncnc3ccc(-c4cccnc4)cc23)cc1	23%[0.501 µM]
C=N[C@H](C(=O)N[C@@H]1C(=O)N2[C@@H]1SC(C)(C)[C@@H]2C(=O)O)c1ccccc1	35%[21.5 µM]

As a short view, 4 of the compounds above:
SMILES	G9a block
COCCn1c(=O)c(-c2cc(F)cc(F)c2)nc2cnc(N3CCNCC3)nc21	-4%[12.7 µM]
CN(C)c1ncc2nc(-c3cccs3)c(=O)n(C)c2n1	11%[0.501 µM]
O=c1cnc2cnc(Oc3ccccc3)nc2n1C1CC1	3%[0.501 µM]
COCCn1c(=O)c(-c2cc(F)cc(F)c2)nc2cnc(Oc3cccc(Cl)c3)nc21	-1%[12.7 µM]

The list is partial (hit frequency here may not be typical).
